Screening data from PubChem.
influenza NS1A – NS1A inhibition, H1N1 influenza, cell based functional assay (AID 504329); NS1A functional cell-based assay, percent inhibition; higher % means a stronger effect; inhibition, % at 12.5 µM; hits with a dose series show IC50 in µM; 340,000 tested, 0.3% active; in the data active = a potency from the dose series; inconclusive = inhibition above about 27% without an active follow-up result; also: strong numbers were not always called active
VEEV TC-83 Vero – inhibitors of VEEV TC-83 cytopathic effect, confirmation, Vero cells (AID 588727) | 350,000 tested, 0.13% active | one-dose inhibition, % at 20 µM; IC50 in µM for titrated hits | Vero cells, VEEV TC-83 cytopathic effect inhibition; higher % means a stronger effect; in the data active = a potency from the dose series; inconclusive = inhibition mostly from about 14% at the one dose, without a potency; inactive = the rest, 99 in 100 with inhibition below about 12%; also: strong numbers were not always called active
Salmonella PhoP GFP – Inhibition of PhoP regulon, Salmonella typhi GFP reporter cells, confirmation, 4 h (AID 1850) | 310,000 tested, 0.33% active | Salmonella Typhi PhoP-promoter GFP reporter, fluorescence, 4 h; higher % means a stronger effect | one-dose inhibition, % at 50 µM; IC50 in µM for titrated hits; in the data active = a potency from the dose series; inconclusive = inhibition mostly from about 25% at the one dose, without a potency; inactive = the rest, 99 in 100 with inhibition below about 19%;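 also: 0% = induced wells with vehicle and 100% = uninduced wells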
M. tuberculosis – growth inhibition of non-replicating M. tuberculosis (AID 488890); 320,000 tested, 0.39% active; Mycobacterium tuberculosis non-replicating, growth inhibition; higher % means a stronger effect; inhibition, % at 25 µM, or IC50 in µM where a hit was titrated; in the data active = a potency from the dose series; inconclusive = inhibition mostly from about 82% at the one dose, without a potency; inactive = the rest, 99 in 100 with inhibition below about 76%;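 also: plate controls were DMSO cells for no effect and high antibiotic wells for full effect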
H37Rv inhibition – M. tuberculosis growth inhibition, HTS (AID 449762); inhibition, % at 25 µM, or IC50 in µM where a hit was titrated; M. tuberculosis H37Rv growth inhibition, 7H9 media; higher % means a stronger effect; 330,000 tested, 0.59% active; in the data active = a potency from the dose series; inconclusive = inhibition above about 70% without an active follow-up result;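 also: bacterial growth assessed after seven days of incubation; strong numbers were not always called active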
VEEV TC-83 Vero 10K pilot screen – also measured in VEEV TC-83 Vero; calls as there; inhibition, %; measured here: 10K pilot screen inhibition
An asterisk follows results filed as active; i = inactive; ? = inconclusive; nt = no result given.

SMILES	influenza NS1A	VEEV TC-83 Vero	Salmonella PhoP GFP	M. tuberculosis	H37Rv inhibition	others
O=C(Nc1ccccc1)c1ccc(CN2CCc3ccccc3C2)cc1	2%	0.8%	3%	-4%	-4%
CSc1nc2c(c(=O)n1-c1ccccc1)SCC2	0%	i	-9%	-9%	-11%
Cc1cc(C(=O)N/N=C/c2ccccc2[N+](=O)[O-])c(C)o1	-6%	0.6%	-14%	8%	7%
C=CCN(C(=O)c1csnn1)C(C(=O)NC1CCCCC1)c1ccccc1F (configuration not stated)	5%	i	-1%	-5%	-3%
CN1N=C(C(C)(C)C)CC1=O	nt	0.5%	-13%	8%	-4%
Cc1ccc(S(=O)(=O)N2CCOCC2)cc1NC(=O)COC(=O)c1ccccc1OCc1c(C)noc1C	-8%	4.0%	-4%	27%	2%
CCOC(=O)/C(C#N)=C/c1cc2ccc(C)cc2nc1Cl	7%	1.9%	-7%	70%	-17%
Cc1cc(O)c(NC(=O)c2ccco2)cc1C	4%	i	6%	-1%	-2%
O=C(/C=C/c1ccc(F)cc1)NC(=S)N1CCOCC1	5%	0.4%	2%	-7%	-18%
Cc1cc(O)c(CN(C)C)c2c1C(=O)/C(=C/c1ccco1)O2	-14%	1.7%	-25%	3%	4%
COc1cc(=O)n(C)c2cc(N(C)C)ccc12	6%	1.4%	-1%	2%	2%
CC1CCCC(C)N1C(=C(Cl)Cl)C(=C1SCCS1)[N+](=O)[O-] (configuration not stated)	11%	3.5%	9%	34%	7%
COc1ccc2oc(=O)c(-c3csc(Nc4cccc(O)c4)n3)cc2c1	2%	13%	-1%	-10%	-5%
CC(=O)c1cn(CC(=O)Nc2ccccc2C)c2ccccc12	5%	1.0%	-3%	-7%	1%
NCCCCNCCCN	-5%	0.8%	-7%	-9%	-3%
C[C@@H](NC(=O)C1(c2ccccc2)CCN(C(=O)OC(C)(C)C)CC1)C(=O)N[C@@H](C(=O)O)c1ccccc1	-7%	0.1%	11%	-1%	-11%
COc1ccc([N+](=O)[O-])cc1C1NN=C(c2ccccc2O)S1 (configuration not stated)	-11%	1.6%	-2%	21%	29%
Cc1ccc(S(=O)(=O)NCCN=C(CN2CCCC2)NS(=O)(=O)c2ccc(C)cc2)cc1	1%	3.0%	15%	2%	-7%
O=C1c2cccnc2C(Nc2ccccc2)N1Cc1ccco1 (configuration not stated)	14%	i	-8%	14%	-8%
O=C(Cc1c(O)c2ccccc2[nH]c1=O)NC1CCCCCCC1	-1%	1.3%	-4%	8%	3%
CCCNC(=S)N1CCC(C(=O)c2ccc(F)cc2)CC1	-2%	0.1%	-4%	53%	5%
COc1cc(C2N(c3ccccn3)C(=O)C3CCCN32)cc(OC)c1OC (configuration not stated)	-2%	3.0%	-3%	9%	7%
CCOC(=O)CSc1nnc(NC(=O)c2cccc([N+](=O)[O-])c2C)s1	-2%	2.4%	-7%	?	2%
COCC(=O)O[C@]1(CCN(C)CCCc2nc3ccccc3[nH]2)CCc2cc(F)ccc2[C@@H]1C(C)C	3%	i	-2%	77%	32µM*
COc1ccc(CNC(=O)C2CCCN2C)cc1OC (configuration not stated)	-9%	0.9%	5%	4%	0%
Remaining list, next part
SMILES	influenza NS1A	VEEV TC-83 Vero	Salmonella PhoP GFP	M. tuberculosis	H37Rv inhibition	others
Cc1ccc(CNC(=O)CCCCCNc2nc(=S)[nH]c3ccccc23)cc1	nt	nt	1%	0%	-9%
COc1cccc(CNC(=S)Nc2cc(C)cc(C)c2)c1	-6%	i	-13%	73%	45%
O=C(Nc1ccc(OC(F)F)c(Cl)c1)c1ccccn1	4%	0.7%	-9%	57%	19%
O=C(CCNC(=O)c1ccc(Cl)cc1)NN1C(=O)NC2(CCCCC2)C1=O	-12%	0.0%	nt	-16%	-3%
OC(COc1c(F)cc(Br)cc1F)CN1CCc2ccccc2C1 (configuration not stated)	-3%	i	-5%	37%	6%
O=C(CSc1nnc(-c2ccccc2)o1)c1nnc(-c2ccccc2)o1	-17%	0.6%	2%	50%	19%
CC(=O)Nc1cccc(C(=O)Nc2cccc(S(=O)(=O)NCc3ccco3)c2)c1	5%	6.7%	nt	-15%	9%
COC(=O)C1=C(c2ccccc2)C[C@@H]2CC[C@H]1N2C(=O)NCc1ccc(F)cc1	0%	0.4%	4%	6%	-3%
Cc1ccc(C(=O)CCC(=O)OCC(=O)Nc2nnc(-c3ccccc3)o2)cc1	-1%	1.6%	nt	nt	nt
O=C(CN(C1CCCCC1)S(=O)(=O)c1ccc(F)cc1)NC1CC1	-6%	0.3%	-1%	-1%	-3%
COc1ccc(C(=O)c2cn[nH]c2-c2cc(C)ccc2O)cc1	4%	6.7%	-3%	-17%	2%
CC1(C)CC(CC(=O)O)C(=O)O1 (configuration not stated)	-7%	4.1%	2%	6%	10%
CCc1ccccc1Nc1nc2ccccc2n1C	1%	i	2%	nt	3%
COc1ccc(O)c(CN2CCCC(N3CCN(c4ccccc4OC)CC3)C2)c1 (configuration not stated)	2%	1.2%	-2%	-17%	5%
Cc1sc2nc(C3CC3)nc(NCCNS(C)(=O)=O)c2c1C	8%	1.0%	8%	-4%	-3%
O=C(NS(=O)(=O)c1ccccc1[N+](=O)[O-])c1ccccc1	-9%	1.2%	-8%	11%	-9%
N#CCSc1n[nH]c2nc3c(c(=O)n12)C1(CCCCC1)Cc1ccccc1-3	-14%	0.3%	3%	34%	8%
O=C1C2C3C=CC([C@@H]2C(=O)N1C1CCCCC1)[C@H]1C(=O)N(C2CCCCC2)C(=O)C31 (some centres not stated)	1%	0.4%	0%	-14%	0%
Cc1[nH]c2ccc(C(=O)N3CCN(c4ccccn4)CC3)cc2c1C	-18%	0.9%	-1%	-5%	6%
NS(=O)(=O)c1ccc(CNC(=O)NC23CC4CC(CC(C4)C2)C3)cc1	-10%	1.7%	-1%	-10%	5%
c1ccc(N2CCCCC2)c(NC2=NCCC2)c1	-11%	0.7%	2%	12%	0%
O=C1Nc2ccc(Cl)cc2C(=O)C1(F)c1ccccc1 (configuration not stated)	nt	2.6%	4%	6%	1%
Cn1c(C(=O)N2CCCC(C(=O)N3CCN(C(=O)c4ccco4)CC3)C2)cc2sccc21 (configuration not stated)	7%	13%	-4%	-32%	-11%
O=C(Nc1ccc(Cl)c([N+](=O)[O-])c1)Nc1nc2ccccc2s1	nt	nt	8%	9%	5%
COc1ccc(NC(=S)NCCC(c2ccccc2)c2ccccc2)c(OC)c1	4%	0.4%	-12%	58%	-8%
New compounds follow
SMILES	influenza NS1A	VEEV TC-83 Vero	Salmonella PhoP GFP	M. tuberculosis	H37Rv inhibition	others
O=C(NCC1CCCO1)c1cccc(Oc2c(Cl)cccc2[N+](=O)[O-])c1 (configuration not stated)	16%	6.2%	-4%	24%	-8%
Cc1ccoc1C(=O)NCc1occc1C(=O)O	-3%	i	-7%	4%	-13%
CC(C)c1ccc(NC(=O)c2cccc(Br)c2)cc1	-3%	0.7%	5%	46%	6%
CCCS(=O)(=O)N1CCCC(C(=O)NCCN(CC)CC)C1 (configuration not stated)	3%	0.4%	-12%	6%	7%
CC(OC(=O)c1cccnc1)C(=O)NCc1ccc2c(c1)OCO2 (configuration not stated)	-4%	0.7%	3%	-6%	8%
Cc1nc(C(C)N(C)Cc2c(C(=O)N3CCCCC3)nc3c(C)cccn23)c(C)s1 (configuration not stated)	-2%	0.1%	-4%	-26%	-2%	VEEV TC-83 Vero 10K pilot screen=0.4
COc1ccc(C)cc1NCc1cc(=O)oc2cc(-c3ccccc3)c(O)cc12	-2%	1.9%	4%	-4%	-2%
O=C(Nc1cccc(Cl)c1)c1ccncc1	6%	5.2%	-4%	0%	-2%
CCN1CCCC1CNC(=O)C(=O)NC (configuration not stated)	-5%	0.6%	18%	16%	-2%
COc1ccc(-c2nn(-c3ccccc3)cc2CN(C)CCn2ccnc2C)c(F)c1	3%	i	4%	36%	-2%
O=C(Nc1ccc(Br)cc1)Nc1ccccc1F	1%	0.1%	-12%	27%	12%
COC(=O)Cc1[nH]n(-c2ccccc2)c(=O)c1C(C)=Nc1ccccc1	6%	1.1%	8%	-6%	-1%
COc1cccc2c(=O)ccoc12	-10%	4.5%	-2%	3%	1%
O=C(CCN1C(=O)c2ccccc2S1(=O)=O)Nc1cccc(F)c1	-3%	3.6%	2%	-11%	-12%
O=C(c1cccs1)N1CCN(Cc2cccc([N+](=O)[O-])c2)CC1	0%	0.7%	2%	6%	1%
CC(=O)N1N=C(c2ccc(C)o2)CC1c1cccc(F)c1 (configuration not stated)	2%	0.9%	-12%	1%	3%	VEEV TC-83 Vero 10K pilot screen=1.7
COc1cc(NC(=O)CSc2nnnn2C2CCCC2)cc(OC)c1	-4%	i	5%	-5%	-5%
C[C@H](NCCc1ccc(O)cc1)[C@H](O)c1ccc(O)cc1	-5%	0.4%	-4%	2%	2%
NC(=O)NC(=O)CSc1ccccc1	-1%	0.9%	-7%	-11%	-11%
CN(C)N1C(N)=C(C#N)C(c2ccsc2)C2=C1CC(C)(C)CC2=O (configuration not stated)	4%	0.6%	-4%	-2%	2%
COc1ccc(NC(=O)c2csc(Cc3ccccc3)n2)cc1	-2%	2.6%	5%	?	26%
O=C(O)CN1C(=O)CSC1=S	-1%	i	8%	nt	4%
CC(C)c1ccc(/C=N/NC(=O)C(=O)NCCCN2CCOCC2)cc1	5%	0.3%	4%	-10%	2%
Cc1ccc(NC(=O)C2(N(C(=O)Cn3nnnc3N)c3ccc(C)cc3)CCCCC2)cc1	-8%	1.4%	-10%	4%	-6%
CC1CCCC(C)N1C(=O)COC(=O)COc1ccc(C#N)cc1 (configuration not stated)	0%	1.4%	nt	-1%	3%
Following part.
SMILES	influenza NS1A	VEEV TC-83 Vero	Salmonella PhoP GFP	M. tuberculosis	H37Rv inhibition	others
CCN(CC)c1ccc(/C=N/NC(=O)CCC(=O)NCc2ccccc2)c(O)c1	-9%	10%	-4%	23%	-3%
CC(=O)NC12CC3CC(C1)CC(C(=O)NCC(=O)Nc1c(C)cc(C)cc1C)(C3)C2	2%	i	nt	1%	0%
O=C1CCN(S(=O)(=O)c2ccccc2)CCN1CCOCc1ccc(C(F)(F)F)cc1	16%	i	-8%	-6%	-7%
CN(C)S(=O)(=O)c1cccc(C(=O)Nc2n[nH]c(C(F)(F)F)n2)c1	-2%	0.9%	-19%	-4%	0%
COc1cccc(NC(=S)Nc2ccc(O)cc2)c1	1%	1.3%	-8%	57%	8%
Cc1cc(=O)oc2cc(OCC(=O)N(C)C3CCS(=O)(=O)C3)c(Cl)cc12 (configuration not stated)	-4%	1.7%	8%	4%	9%
Clc1ccc(CNc2nnnn2-c2ccccc2)c(Cl)c1	2%	1.5%	7%	20%	2%
Cc1ccc(S(=O)(=O)NCCSc2ccccc2)cc1[N+](=O)[O-]	6%	0.3%	-4%	37%	3%
CCOc1ccc2c(c1)c(=O)c(S(=O)(=O)c1ccc(CC)cc1)cn2C	-5%	1.1%	-15%	2%	-1%
O=C1c2ccccc2NC(c2ccc(Br)s2)N1O (configuration not stated)	nt	0.3%	-14%	17%	3%
Cc1ccccc1N/C(SCc1ccc(Cl)cc1)=C(/C#N)C(N)=O	1%	i	-10%	16%	9%
NNC(=O)CNC(c1ccccc1)c1cc(Cl)ccc1NC(=O)c1ccccc1 (configuration not stated)	-4%	0.8%	-2%	0%	-5%

Compounds above containing a nitro group on carbon, in the order listed:
SMILES	influenza NS1A	VEEV TC-83 Vero	Salmonella PhoP GFP	M. tuberculosis	H37Rv inhibition	others
Cc1cc(C(=O)N/N=C/c2ccccc2[N+](=O)[O-])c(C)o1	-6%	0.6%	-14%	8%	7%
CC1CCCC(C)N1C(=C(Cl)Cl)C(=C1SCCS1)[N+](=O)[O-] (configuration not stated)	11%	3.5%	9%	34%	7%
COc1ccc([N+](=O)[O-])cc1C1NN=C(c2ccccc2O)S1 (configuration not stated)	-11%	1.6%	-2%	21%	29%
CCOC(=O)CSc1nnc(NC(=O)c2cccc([N+](=O)[O-])c2C)s1	-2%	2.4%	-7%	?	2%
O=C(NS(=O)(=O)c1ccccc1[N+](=O)[O-])c1ccccc1	-9%	1.2%	-8%	11%	-9%
O=C(Nc1ccc(Cl)c([N+](=O)[O-])c1)Nc1nc2ccccc2s1	nt	nt	8%	9%	5%
O=C(NCC1CCCO1)c1cccc(Oc2c(Cl)cccc2[N+](=O)[O-])c1 (configuration not stated)	16%	6.2%	-4%	24%	-8%
O=C(c1cccs1)N1CCN(Cc2cccc([N+](=O)[O-])c2)CC1	0%	0.7%	2%	6%	1%
Cc1ccc(S(=O)(=O)NCCSc2ccccc2)cc1[N+](=O)[O-]	6%	0.3%	-4%	37%	3%
